Assay outcomes deposited in PubChem by National Center for Advancing Translational Sciences (NCATS).
PTHR1 agonist: PTHR1 (human) receptor agonism | HEK293 GP2 PTHR1 cells, GloSensor cAMP luminescence, 1 h | hit rate 0.075% among 410,000 | Potency, µM (doses to about 115 µM), without a hit: top-dose activation, usual class: activators; further: potency means the concentration at half of the fitted maximal effect; nearly all actives have a fitted effect of over 55% in size; some results filed as inactive show a strong effect at the top dose; inactives centre near -15; many of its hits are not listed in these tables
Target sequence (Q03431 whole entry, looked up): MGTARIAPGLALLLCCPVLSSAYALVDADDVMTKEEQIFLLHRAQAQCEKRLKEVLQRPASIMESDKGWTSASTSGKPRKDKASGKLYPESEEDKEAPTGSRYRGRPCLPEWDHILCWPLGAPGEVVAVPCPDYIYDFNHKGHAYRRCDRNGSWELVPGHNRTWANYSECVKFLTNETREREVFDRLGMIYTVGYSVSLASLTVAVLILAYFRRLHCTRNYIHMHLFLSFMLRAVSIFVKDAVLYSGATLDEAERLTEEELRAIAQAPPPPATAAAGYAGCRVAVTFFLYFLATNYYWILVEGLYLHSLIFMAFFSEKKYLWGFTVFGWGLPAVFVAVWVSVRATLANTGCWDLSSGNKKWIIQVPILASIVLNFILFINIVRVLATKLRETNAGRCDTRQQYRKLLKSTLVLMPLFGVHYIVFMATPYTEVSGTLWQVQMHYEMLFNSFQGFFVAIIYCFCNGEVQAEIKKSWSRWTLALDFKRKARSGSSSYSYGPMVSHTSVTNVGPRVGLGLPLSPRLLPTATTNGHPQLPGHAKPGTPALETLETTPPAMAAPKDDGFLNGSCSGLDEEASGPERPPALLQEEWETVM
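HEK-293-derived GP2 cells expressing PTHR1 and a GloSensor cAMP reporter, 3,000/well, plated overnight, given luciferin plus IBMX (each 0.5 mM as added) for 1 h at 37 °C, then compound for 1 h at 37 °C. Luminescence was read after 15 min at room temperature.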
Abeta yeast res: restores growth of yeast expressing A-beta42 peptide; yeast expressing A-beta42, growth rescue, OD600, 48 h; response scale: 0% DMSO, 100% iron-clioquinol control; Potency, µM (doses to about 46.1 µM), inactives show at the top dose growth rescue, hits mostly activators; hit rate 0.063% among 410,000; AID 1347071; further: potency means the concentration at half of the fitted maximal effect; nearly all actives have a fitted effect of over 55% in size
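Growth rescue measured by 600 nm absorbance after 48 h yeast culture at 30 C with compound. Values normalized between DMSO and an equimolar ferric chloride plus clioquinol control.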
Mm-Cpn inhibitor: blocks the Methanococcus maripaludis chaperonin Mm-Cpn. Potency, µM (doses to about 76.9 µM), for inactives: at the top dose activity, negative = inhibition, actives largely listed as inhibitors. AID 504842. purified Mm-Cpn ATPase, ADP Transcreener TR-FRET. hit rate 0.031% among 330,000; further: potency means the concentration at half of the fitted maximal effect; on the % scale 0 is the no-effect control and ±100 the full control effect; nearly all actives have a fitted effect of over 80% in size
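Inhibition of chaperonin ATP hydrolysis is measured as reduced ADP production, detected by competitive TR-FRET in which signal falls with ADP. Final enzyme 25 nM and ATP 10 uM, reacted 30 min at 37°C.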
FUS suppressor: suppressors of FUS proteinopathy in yeast. S. cerevisiae FUS-expressing, growth rescue, OD600, 24 h. Potency, µM (highest dose often 76.6 µM), for the others: at the highest dose growth rescue (activation), hits mostly activators. hit rate 0.24% among 390,000;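 further: potency means the concentration at half of the fitted maximal effect; plate controls were DMSO vehicle for no effect and reference control for full effect; nearly all actives have a fitted effect of over 55% in size; some results filed as inactive show a strong effect at the top dose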
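Steps: raffinose overnight preculture; dilution to OD 0.005 in 2% galactose minimal medium; compound addition (concentration series); 24hr at 30C, 99% humidity; absorbance read at 600 nm.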
GLP-1R inv ag: GLP-1 receptor (human) inverse agonism. Potency, µM (series often up to 38.3 µM), inactives show top-dose activity change, negative = inhibition, actives largely listed as inhibitors. HEK293 GLP-1R CRE-luciferase, luminescence, 24 h; GLP-1R form is constitutively active. hit rate 1.6% among 410,000; further: potency means the concentration at half of the fitted maximal effect; on the % scale 0 is the no-effect control and ±100 the full control effect; nearly all actives have a fitted effect of over 55% in size
Target sequence (P43220 whole entry, looked up): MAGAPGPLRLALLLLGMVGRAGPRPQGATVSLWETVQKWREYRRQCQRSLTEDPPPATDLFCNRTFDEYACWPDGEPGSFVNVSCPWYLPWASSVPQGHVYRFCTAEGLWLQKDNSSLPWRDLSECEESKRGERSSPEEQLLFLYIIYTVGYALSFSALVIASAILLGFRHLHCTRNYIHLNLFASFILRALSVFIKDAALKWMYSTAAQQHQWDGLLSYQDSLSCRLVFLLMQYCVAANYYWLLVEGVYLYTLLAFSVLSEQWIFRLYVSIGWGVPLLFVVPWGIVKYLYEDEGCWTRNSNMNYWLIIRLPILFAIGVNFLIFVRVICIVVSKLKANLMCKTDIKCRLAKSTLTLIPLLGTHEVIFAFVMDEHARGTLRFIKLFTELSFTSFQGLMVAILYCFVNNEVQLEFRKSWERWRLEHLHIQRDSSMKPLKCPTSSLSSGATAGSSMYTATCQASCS
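Inverse agonism was detected as reduced cAMP-driven luciferase luminescence after 24 h compound treatment. The cells were HEK293 clones expressing constitutively active human GLP-1R with the reporter. Reporter-only and GPR119 cell lines served as counterscreen controls.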
TDP43 rescue: rescues yeast growth from TDP-43 toxicity | Potency, µM (doses to about 46.1 µM), for inactives: at the top dose growth rescue (activation), most hits filed as activators | hit rate 1.8% among 410,000 | TDP-43 expressing yeast growth rescue, BacTiter-Glo, 24 h; further: potency means the concentration at half of the fitted maximal effect; % of control where 0% means no effect; nearly all actives have a fitted effect of over 50% in size
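Galactose-induced TDP-43 yeast, OD600=0.02, compound pinned; 24 hr, 30 deg C; BacTiter-Glo luminescence for growth. Inhibitors of TDP-43 toxicity read as activators.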
pAkt inh: inhibitors of Akt phosphorylation. hit rate 0.32% among 360,000. activity change, % for hits at 50 µM. Neuro2A IGF-stimulated pAkt S473 HTRF, 20 min; active compounds read low; in the data active means activity change below about -80%; inconclusive means mostly about -51% to -80%; further: on the % scale 0 is the no-effect control and ±100 the full control effect
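Single-point screen (50 µM final compound) in Neuro2A cells stimulated 20 min with 6 nM IGF at 37 deg C. After lysis, Ser473-phosphorylated Akt read by HTRF (ex 330 nm, em 615/665 nm) as the 665/615 ratio.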
aSyn rescue: inhibitors of alpha-synuclein toxicity in yeast; Yeast expressing alpha-synuclein, growth rescue, BacTiter-Glo, 24 h; Potency, µM (series often up to 46.1 µM), inactives show at the highest dose growth rescue (activation), hits mostly activators; hit rate 0.14% among 370,000; AID 652106; further: potency means the concentration at half of the fitted maximal effect; % of control where 0% means no effect; nearly all actives have a fitted effect of over 65% in size
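Rescue of yeast growth: cells expressing toxic alpha-synuclein, induced in galactose at OD600 0.02, incubated with compound 24 h at 30 C. ATP luminescence quantified growth; inhibitors of toxicity appear as activators.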
GLP1R cytotox: cytotoxic in the GLP-1 receptor inverse agonist counter-screen | Potency, µM (highest dose often 38.3 µM), for inactives: at the highest dose activity change, negative = inhibition, hits mostly inhibitors | HEK293 cAMP-luciferase reporter cells, luminescence, 24 h | hit rate 0.13% among 410,000 | AID 624418;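 further: loss of luciferase light is scored as toxicity; potency means the concentration at half of the fitted maximal effect; on the % scale 0 is the no-effect control and ±100 the full control effect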
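Compound-treated cells are incubated 24 hr at 37 deg C under 5% CO2 after a 12 hour attachment period, then luciferase detection reagent is added and luminescence is measured following 12 min at room temperature; lowered signal indicates toxicity.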
Active calls of the source: *; i = inactive; ? = inconclusive; / = not tested or not shown; & = joins results of further samples; [ ] = another dose, or the depositor's remark. Unless noted, the call rests on the fitted dose curve; in most records, active means well fitted curve in the direction sought with a large enough effect; inconclusive means small, poorly fitted or top-dose-only effect, or another doubt; inactive means no such curve, though single readings can be large; an effect the other way counts as inactive or inconclusive. Not all compounds are listed (hit frequency here may not be typical).

Structure | FUS suppressor | pAkt inh | GLP1R cytotox | TDP43 rescue | GLP-1R inv ag | aSyn rescue | PTHR1 agonist | Mm-Cpn inhibitor | Abeta yeast res
COCC1CCN(C(=O)c2cc(COc3ccc(-n4cncn4)cc3)on2)CC1 | 15% | i | -2% | -13% | 21% | 1% | -41%[inhibitor] | 0% | 9%
COCC(=O)N(C)c1nnc(-c2ccccn2)s1 | -4% | i | -2% | 1% | 33%[activator] | 0% | -2%[57.5 µM] | -2% | 0%
CCOC(=O)C[C@H]1c2cc(F)ccc2S(=O)(=O)N1c1ccccc1 | 5% | i | 8% | ? | -9% | 0% | -58%[inhibitor] | / | -1%
COc1ccc(CCNC(=O)CSCC(=O)Nc2ccccc2)cc1OC | -12% | i | 5% | 7% | 12% | -2% | -9% | 1% | 14%
Cc1cccc(S(=O)(=O)NCCC(=O)OC(C)C(=O)NC(=O)NC2CCCCC2)c1 (stereo not given) | 9% | i | -6% | 21% | -13% | -4% | -18% | -1% | 5%
CSc1ccccc1-c1ccc2nccn2c1 | -7% | i | -4% | -15% | -22% | 2% | i | / | -5%
COc1ccc(Cl)cc1NC(=S)NNC(=O)C1(C)CC1(Cl)Cl (stereo not given) | 30% | i | ? | -17%[1.82 µM] | -18% | 0% | -72%[inhibitor] | 0% | 30%
Cc1ccc(F)c(NC=C2C(=O)OC(C)(C)OC2=O)c1 | -17% | i | -1% | 8% | 0% | -2% | -31%[inhibitor][57.5 µM] | 1% | -2%
NS(=O)(=O)c1cccc(NC(=O)CN2CCN(Cc3ccc4c(c3)OCO4)CC2)c1 | / | i | -1% | 3% | -2% | -8% | i | 0% | 27%
O=S(=O)(c1cc(Cl)ccc1Cl)N1CCN2CCCC2C1 (stereo not given) | -6% | i | -2% | -8%[1.82 µM] | -4% | -2% | i | -2% | 3%
Cc1cccc(NCN2C(=O)c3ccncc3C2=O)n1 | 6% | i | 14% | -18% | 0% | -2% | i | -4% | 4%
COc1cc(-c2nnc(SCC3(c4ccc(Br)cc4)OCCO3)o2)cc(OC)c1OC | ? | i | 9% | -17% | 4µM* | 1% | i | -1% | 1%
O=C(COC(=O)C1CCC1)NCc1ccc(Cl)cc1Cl | 8% | i | -2% | 16% | 5% | 0% | i | -1% | 14%
O=C(c1ccco1)[C@@H]1[C@@H]2C(=O)N(c3ccccc3)C(=O)[C@@H]2C2c3ccccc3C=CN21 (stereo not given in full) | ? | i | -5% | -6% | -10% | 12% | i | -2% | -12%
COc1ccccc1NC(=O)CC1C(=O)Nc2c1c(=O)n(C)c(=O)n2C (stereo not given) | -2% | i | -11% | -7% | -9% | -1% | i | -3% | -4%
CS(=O)(=O)N(CC(=O)NC1CCCCCC1)Cc1ccc(Cl)cc1 | 6% | i | 6% | -7% | 0% | -14% | i | -1% | ?
C[C@H](CO)N1C[C@H](C)[C@@H](CN(C)Cc2ccncc2)Oc2ncc(Br)cc2C1=O | -16% | i | ? | 13% | 18% | 2% | -21% | / | -11%
CC(C(=O)NC1CCCC1)N1CCN(S(=O)(=O)c2ccc(C(C)(C)C)cc2)CC1 (stereo not given) | 0% | i | -2% | 1% | 1% | -5% | -20% | -1% | 22%
Cc1ccoc1C(=O)NCCNC(=O)c1occc1C | -3% | i | 1% | 0% | -2% | -12% | i | -1% | 3%
CCCCC(C)n1[nH]c(=O)c2c(C)cc(C)nc21 (stereo not given) | 0% | i | 5% | -22% | ? | 1% | ? | 0% | 10%
N#Cc1ccccc1COC(=O)CCC(=O)c1cccs1 | 9% | i | 3% | 22% | 7% | -6%[1.84 µM] | -26% | 0% | 0%
Cn1c(=NC(=O)CSCC(=O)N2CCCCC2)sc2ccccc21 | -12% | i | -7% | ? | 2% | 6% | -23% | / | 0%
CC1=C(C(=O)OC(C)C)C(c2ccc(C)o2)C(C(=O)OC(C)C)=C(C)N1 | 31% | i | -12% | 14% | ? | 13% | -44%[inhibitor] | 1% | 5%
Cc1ccc(C)c2[nH]c(=O)c(C(c3nnnn3Cc3ccco3)N3CCc4ccccc4C3)cc12 (stereo not given) | 34% | i | -14% | -1% | 10µM* | -3% | -10%[57.5 µM] | ? | 0%
COc1ccc(-n2cnnc2SCC(=O)Nc2ccc(C(N)=O)cc2)cc1 | -4% | i | 12% | 0% | 16% | 1% | i | -1% | -11%
CSc1ccc(CN(C)C(=O)CCNS(=O)(=O)c2ccc(C)c(C)c2)cc1 | 27% | i | 3% | 26% | -26% | 15% | -40%[inhibitor] | -1% | -20%
CC(C)Cc1ccc(CN2CCCC(NC(=O)CCCN3CCCC3=O)C2)cc1 (stereo not given) | -13% | / | 3% | 19% | -29% | 2% | -23% | 2% | 6%
COc1ccc(C)cc1NC(=O)c1nnn(Cc2cccc(F)c2)c1N | -16% | i | -2% | 4% | -27% | 9% | -2% | -4% | -7%
COc1ccc(Cc2c(-c3ccccc3)nc3cc(C)c(Br)c(C)n23)c(C)c1 | 7% | i | -2% | -1% | ? | ? | 10% | / | -19%
CCOc1cc(N2CCOCC2)c(OCC)cc1NC(=O)Cc1cn2ccsc2n1 | 3% | i | -2% | -3% | 23% | 0% | -21%[57.5 µM] | -4% | -10%
O=C1OC(c2ccc3c(c2)OCO3)=N/C1=C\c1ccc(C(=O)O)cc1 | 27% | i | -3% | -7% | 17% | 16% | i | 1% | -14%
CNc1nc(N)c([N+](=O)[O-])c(NCc2ccccc2)n1 | / | i | -5% | 2% | 0% | -1% | -23% | 0% | 9%
Cc1ccc(C(=O)c2c3ccc(C(F)(F)F)cc3[n+]([O-])n2CCCC(N)=O)cc1 | 8% | i | ? | -5% | 5% | -7% | -10% | 2% | 0%
Cn1c(=O)n(CCO)c(=O)c2c1nc(Br)n2Cc1ccccc1 | -5% | i | -2% | -6% | 19% | 2% | -21% | -3% | -9%
CCc1c(C)nc(N2CCN(c3ccccc3F)CC2)[nH]c1=O | -13% | i | 3% | 23% | 14% | 7% | -34%[inhibitor] | -1% | -7%
CCc1ccccc1NC(=O)N1CCCC(CCC(=O)N(C)CCc2ccccn2)C1 (stereo not given) | -8% | i | 1% | 9% | -1% | 0% | i | 2% | 7%
Cc1c(C(=O)OCC(=O)N(C)c2ccccc2)oc2ccccc12 | / | i | 15% | -19% | ? | 6% | -62%[inhibitor] | -2% | -19%
CCOC(=O)CNC(=O)N1CCCC(Cc2ccccc2)(C(=O)OCC)C1 (stereo not given) | 7% | i | 0% | ? | -2% | 0% | i | / | 4%
Nc1ccc(-c2nc3ncccc3o2)c(Cl)c1 | 31% | i | 9% | -3% | 36%[activator] | 14µM* | -4% | 1% | 16%
CC(C)N1C(=O)c2ccccc2NC(=O)C1C(=O)NCc1cccc(C(F)(F)F)c1 (stereo not given) | 3% | i | -3% | 6% | 7% | -1% | i | / | -9%
COC(=O)Cc1cc(=O)n2[nH]c(C)cc2n1 | 22% | i | -9% | -14% | 1% | 1% | i | 2% | 3%
O=C(Nc1ccccc1Cl)Nc1cccc2cccnc12 | 16% | i | -5% | 26% | ? | -10% | -8% | -2% | 9%
COc1ccc(NC(=O)CSCc2cc(=O)c3cc(C)ccc3[nH]2)cc1 | -13% | / | -14% | 16% | -20% | / | i | / | -5%
CN(C)C(=O)COc1ccc(C(=O)/C=C/c2cccnc2)cc1 | -4% | i | 9% | 4% | 15% | -6% | -23% | 1% | -10%
COc1ccc2[nH]cc(CCNC(=O)Nc3ccccc3)c2c1 | -18%&-13% | i | -4%&-1% | -1%&26% | ? | -4% | 1%&-3% | 0% | -7%&-2%
O=C(O)CCCC(=O)Nc1c(F)c(F)c(F)c(F)c1F | -11% | i | -12% | 0% | 5% | 4% | -12%[57.5 µM] | 0% | 8%
CCCCNC(=O)C1CCCN(Cc2nc(-c3ccc(Cl)cc3)oc2C)C1 (stereo not given) | 8% | / | 0% | 3% | -2% | / | -24% | / | -12%
Cc1oc(S(=O)(=O)N2CCCC2)cc1C(=O)Nc1ccc(F)cc1 | 0% | i | ? | 17% | -12% | 0% | -26% | 2% | -8%
O=CNc1ccccc1Oc1ccccc1 | 3% | i | 0% | 10% | 19% | 10% | -2%[57.5 µM] | 1% | -2%
O=C(Nc1cccc(OC(F)(F)F)c1)c1ccc(-c2cccnc2)c2ccoc12 | 19% | i | 5% | 14% | 26% | -10% | -22% | / | -10%
COc1ccc(OCCC(=O)OCC(=O)NCCC2=CCCCC2)cc1 | 16% | i | -7% | -9% | 13% | -6% | i | -2% | 1%
COc1ccc(OC)c(NC(=O)c2ccc(-c3csc(C)n3)cc2)c1 | 28% | i | -9% | ? | -27% | -19% | -14% | -2% | -32%
COc1ccc(-c2csc(NC(=O)c3cccc(S(=O)(=O)N4CCN(C)CC4)c3)n2)cc1 | 19% | / | -9% | 8% | ? | / | -10% | -2% | 23%
Cc1cc2[nH]c3ccccc3c2c(C)n1 | -1% | i | -24% | 14% | ? | 1% | i | 1% | 6%
COc1ccc(-n2nc(C(=O)NCC(=O)Nc3cc(OC)c(OC)c(OC)c3)c3ccccc3c2=O)cc1Cl | 45% | i | ? | -10% | ? | 3% | -3% | -2% | -4%
Cc1cc(C)c(C)c(S(=O)(=O)Nc2ccc(C(=O)N3CCCC3)cc2)c1C | / | i | 25% | -8% | ? | -4% | -5% | 2% | -6%
C=Cn1c(C(=O)O)cc(CC)c1-c1ccccc1 | 8% | i | 1% | ? | -2% | 17% | -19%[57.5 µM] | -2% | 8%
